High-throughput results from PubChem.
Yfh1-off respiration: mitochondrial function rescue without frataxin homolog – Friedreich's ataxia, plus single-dose screen, dose response (AID 1465) | S. cerevisiae Yfh1-off respiration, WST-1 reduction, 72 h; higher fold induction means a stronger effect | one-dose fold induction at 50 µM; EC50 in µM for titrated hits | actives 0.074% (n = 220,000);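 active means fold induction of absorbance versus untreated yeast above a set limit, then at least 30% activation at any dose in follow-up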;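 further: activators that raise dye reduction in frataxin-depleted yeast; strong numbers were not always called active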
West Nile antiviral: West Nile virus antiviral activity, cell-based, CPE readout (AID 1621); West Nile virus-infected cells, CPE inhibition; higher % means a stronger effect; one-dose CPE inhibition, % at 10 µM; IC50 in µM for titrated hits; actives 0.02% (n = 290,000); in the data active means a potency from the dose series; further: strong numbers were not always called active
RSV CPE inhibition: RSV antiviral activity via CPE protection, HEp-2 cells, primary 10 µM value included (AID 2391); HEp-2 cells, RSV-induced CPE inhibition; higher % means a stronger effect; CPE inhibition, % at 10 µM; hits with a dose series show IC50 in µM; actives 0.13% (n = 310,000); in the data active means a potency from the dose series; further: strong numbers were not always called active
XIAP antagonists: small molecules displacing peptide from XIAP – biochemical, IAP family, fluorescence polarization (AID 1018); XIAP BIR domain, fluorescence polarization peptide displacement; higher % means a stronger effect; actives 0.007% (n = 200,000); one-dose displacement, % at 20 µM; IC50 in µM for titrated hits; in the data active means displacement above about 50%; further: a part of the inactive calls stands beside numbers as strong as those of hits
Dengue-2 NS5 capping: Dengue-2 NS5 methyltransferase inhibitors, primary screen, biochemical, confirmation dose response (AID 588689); actives 0.3% (n = 340,000); one-dose inhibition, % at 25 µM; IC50 in µM for titrated hits; Dengue-2 NS5 methyltransferase capping enzyme assay, biochemical; higher % means a stronger effect; in the data active means a potency from the dose series
SV40 large T antigen: SV40 large T antigen inhibitors, biochemical (AID 1903); SV40 large T antigen ATPase/helicase inhibition assay; higher % means a stronger effect; inhibition, % at 20 µM, or IC50 in µM where a hit was titrated; actives 0.39% (n = 310,000); in the data active means a potency from the dose series; further: strong numbers were not always called active
K1F lysis inhibition: protection from phage-mediated lysis, alamar blue read-out – E. coli UTI89, K1F phage, bacterial capsule biogenesis inhibitors (AID 488966); E. coli UTI89 K1F phage lysis, alamar blue, 2 h; higher % means a stronger effect; inhibition, % at 100 µM, or IC50 in µM where a hit was titrated; actives 0.02% (n = 340,000);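 active means phage lysis inhibition, versus mean bacterial control, above a set limit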;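 further: capsule biogenesis inhibitors block K1F phage lysis so surviving cells raise fluorescence; higher fluorescence means more inhibition of phage lysis; actives were called in the ten point dose series up to 300 µM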
WT yeast gro inh: growth inhibition of WT yeast, mitochondrial fusion screen. mitochondrial fusion phenotypic screen, WT strain. inhibition, % at 10 µM. actives 2.1% (n = 190,000). AID 1362; in the data active means inhibition above about 58%; tested in S. cerevisiae
ER stress rescue: rescue of cells from ER stress-induced death, primary screen, 384-well, CSM14.1, thapsigargin, ATP luminescence (AID 1222); CSM14.1 thapsigargin-induced death rescue, ATP luminescence; higher % means a stronger effect; cellular ATP content (survival), % at 20 µM, or EC50 in µM where a hit was titrated; 190,000 tested, under 10 active;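 active means EC50 below 50 µM in the dose-response confirmation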;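 further: death triggered by thapsigargin at about 15 µM added after 2 h compound pretreatment; cell ATP read after overnight thapsigargin exposure of roughly 18 to 22 hours; normalized against plate controls of thapsigargin alone and 5% DMSO vehicle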
WT yeast gro inh mutant strain: also measured in WT yeast gro inh; calls as there; inhibition, %; mitochondrial fusion phenotypic screen, mutant strain inhibition
The depositor's hits bear a star; i = inactive; · = no result given; [ ] = another dose, or the depositor's remark.

SMILES	Yfh1-off respiration	West Nile antiviral	RSV CPE inhibition	XIAP antagonists	Dengue-2 NS5 capping	SV40 large T antigen	K1F lysis inhibition	WT yeast gro inh	WT yeast gro inh mutant strain	ER stress rescue
COC(=O)c1ccccc1NC(=O)Cn1cc2c(n1)CCC(C)C2 (stereo not drawn)	i	-0.2%	1.0%	-1.6%	-1%	-3%	7.9%	5	3	·
CN(C)c1nccc(Nc2ccccc2)c1C#N	i	0.0%	3.7%	-2.8%	·	4%	0.1%	-17	5	-0.8%
Cc1ccc(C)c(NC(=O)C2CC(O)CN2C(=O)OCc2ccccc2)c1 (stereo not drawn)	i	0.0%	0.0%	-1.8%	-8%	1%	0.6%	-4	-14	3.8%
O=C(NC1CCCc2ccccc21)c1cc(F)cc(F)c1 (stereo not drawn)	·	0.2%	8.2%	·	-7%	2%	0.1%	·	·	·
O=C(NCCN1C(=O)S/C(=C\c2ccc(OC(F)F)cc2)C1=O)[C@@H]1CCCN1C(=O)c1cccs1	i	-0.7%	3.7%	-1.6%	-4%	0%	-0.1%	14	13	2.5%
CCCn1ncc(CN2CCC(N3CCC(C(=O)N4CCOCC4)CC3)CC2)c1C	i	-0.3%	0.4%	-5.7%	7%	4%	0.5%	-10	-5	-0.6%
O=S1(=O)CCOC[C@H](c2ccccc2)N1Cc1cccc(Cl)c1	·	-1.2%	0.1%	·	-6%	13%	0.8%	·	·	·
CCCn1c(NCc2cccs2)nc2ccccc21	i	-0.1%	-0.1%	-0.1%	6%	-2%	-0.1%	0	1	0.1%
Cc1ccc(NC(=O)c2cnccn2)c(Br)c1	·	0.2%	7.4%	·	·	3%	2.5%	·	·	·
CCN(CC)S(=O)(=O)c1cc(C(=O)Nc2ccncc2)ccc1Cl	i	-1.1%	0.9%	-1.8%	-3%	13%	1.7%	3	8	-0.9%
O=C1Nc2ccccc2OC1CC(=O)N1CCN(c2cccc(C(F)(F)F)c2)CC1 (stereo not drawn)	i	-1.1%	·	-7.3%	-3%	17%	-0.1%	35	25	-0.6%
CCC(C)(C(=O)NC1CCCCC1)N(Cc1cccs1)C(=O)c1ccc(=O)[nH]c1 (stereo not drawn)	i	0.6%	0.3%	-7.8%	-2%	15%	0.8%[50 µM]	1	-8	3.4%
CC(C)Cn1cc(C(=O)NCCCN2CCC(C)CC2)c2c3ccccc3n(C)c2c1=O	·	·	-0.1%	·	5%	22%	-0.2%	·	·	·
O=c1c(Cc2c(F)cccc2Cl)c(O)ccn1Cc1ccc(F)cc1	i	0.0%	5.6%	-4.1%	-7%	9%	0.3%	1	5	0.0%
CCOCC(O)CNC(=O)c1ccc(OC2CCN(C(=O)c3cccnc3)CC2)cc1 (stereo not drawn)	i	0.3%	2.3%	·	-1%	2%	0.1%	·	·	·
O=C(CN1CCN(C(=O)c2ccco2)CC1)Nc1cccc([N+](=O)[O-])c1	i	-0.6%	0.1%	-5.6%	0%	4%	0.2%	-14	-5	-0.7%
CCCN1C(=O)C(O)(C2COC(C)(C)CC2=O)c2ccccc21 (stereo not drawn)	i	0.2%	7.5%	-6.1%	-4%	·	4.7%	-12	-8	-1.6%
COCCn1c(C)cc(C(=O)CSc2nc(C)cc(C)c2C#N)c1C	i	-0.2%	21%	-9.9%	7%	5%	i	-22	-14	2.1%
CCCC(=O)Nc1cc2c(cc1C(C)=O)OCCO2	i	0.4%	0.5%	-7.0%	-5%	11%	0.2%	4	8	-1.3%
Cc1ccccc1CS(=O)(=O)CCC(=O)N1CCN(c2ccc(N3CCOCC3)nn2)CC1	i	0.1%	3.2%	-2.4%	2%	0%	5.6%	·	·	-2.1%
O=C(O)c1ccc(NC2=Nc3cccc4cccc2c34)cc1	i	0.4%	·	·	-2%	·	0.1%	·	·	·
COc1ccc(-c2cccc(C(=O)Nc3cccc(C(=O)O)c3)c2)cc1	i	-0.1%	7.5%	-5.9%	-1%	22%	-2.9%	-22	1	-2.8%
COc1ccc(OCC(=O)N2CCC(n3nccc3NC(=O)C3CC3)CC2)cc1	·	-0.1%	1.6%	·	-4%	9%	0.4%	·	·	·
CCN(CCNC(=O)C1=C(C)C(=O)OC12CCC(C)CC2)c1ccccc1 (stereo not drawn)	i	-0.5%	-0.6%	·	-10%	15%	0.0%	·	·	·
CS(=O)(=O)NN1C(=O)c2ccccc2NC1c1cccc(O)c1 (stereo not drawn)	i	0.6%	-1.1%	-4.9%	·	46%	0.1%	1	9	2.0%
COC(=O)c1ccc(N2CCS(=O)(=O)CC2)cc1	i	-0.2%	2.5%	-9.1%	-5%	24%	-0.3%	-7	14	-0.1%
CCc1nnc(NC(=O)CSc2nnc(CCc3nc4ccccc4[nH]3)n2C)s1	i	-0.1%	2.2%	-1.0%	3%	26%	0.5%	10	4	1.1%
O=C(NCc1cccnc1)c1ccc(CS(=O)(=O)Cc2ccc(Cl)cc2)o1	i	-0.1%	-1.1%	-7.2%	-1%	6%	-0.4%	-2	6	-2.2%
COC(=O)c1ccc(C(=O)NC2CCCN(Cc3ccc(Cl)cc3)C2)nc1 (stereo not drawn)	·	-0.6%	3.4%	·	3%	7%	0.3%	·	·	·
COc1ccc(OC)c(-c2cnc(OC(C)(C)C)nc2OC(C)(C)C)c1	i	-0.5%	-1.3%	-3.6%	-1%	6%	0.9%	51	18	-0.4%
CCN1CCc2c(OCc3ccc(C)cc3)cccc2C1=O	·	·	17%	-9.2%	-4%	16%	-0.2%	41	-10	0.3%
CC(=O)N(C)c1ccc(N=Nc2c(C)[nH]n(-c3ccccc3)c2=O)cc1	·	-1.2%	13%	·	-5%	5%	-0.1%	·	·	·
CCC(c1nnnn1Cc1ccccc1)N(Cc1ccco1)Cc1cc2cc(OC)ccc2[nH]c1=O (stereo not drawn)	i	-0.2%	1.0%	-4.7%	13%	20%	0.8%	14	-4	-1.7%
Cc1ccc(CN2CCN(c3ccccn3)CC2)s1	i	-0.5%	10%	-3.3%	-1%	10%	0.3%	0	5	-1.0%
C=CCN1C(=O)C(CC(=O)NCC)SC1=Nc1ccc(S(N)(=O)=O)cc1 (stereo not drawn)	i	-0.8%	-0.6%	-5.1%	-3%	-3%	2.3%[50 µM]	-5	3	-2.2%
Cc1nn2c(nc1=O)SCC(c1ccccc1)=N2	i	0.0%	4.4%	-5.5%	2%	24%	3.7%	10	23	·
Cc1cc(C)cc(NC(=O)Nc2ccc(N3CCCCC3)cc2)c1	i	-1.0%	4.3%	·	·	5%	·	·	·	·
CC1CCN(C(=O)CSc2nc(C(C)C)nc3c2c(=O)n(C)c(=O)n3C)CC1	·	0.6%	4.4%	·	0%	5%	-0.1%[50 µM]	·	·	·
COCCn1c(SCC(=O)N2CCCC(C)C2)nnc1-c1ccco1 (stereo not drawn)	·	-0.5%	0.8%	·	-1%	3%	0.4%	·	·	·
O=C(CN1C(=O)CCS(=O)(=O)c2ccccc21)NCCc1ccccc1	·	-0.3%	1.2%	·	2%	10%	2.7%	·	·	·
Cc1[nH]c2c(Cl)cccc2c1CCNC(=O)C1CCCCC1C(=O)OCC(F)(F)F (stereo not drawn)	i	-0.6%	9.3%	-1.9%	5%	2%	-1.4%[50 µM]	8	-5	-0.8%
COc1ccc(C2(O)CN(c3ccccc3)C3=[N+]2CCS3)cc1OC (stereo not drawn)	i	-1.3%	0.0%	-8.9%	-8%	13%	0.2%	-7	9	-0.4%
O=C(NCc1ccccc1)c1c(F)c(F)c(F)c(F)c1F	i	-0.4%	0.2%	4.3%	-3%	1%	2.5%	13	22	-3.3%
Nc1ccc(N2CCCCCC2)cc1	i	1.8%	9.2%	-2.1%	·	-3%	·	-8	23	2.7%
COc1cccc(OC)c1C(=O)Nc1ccc(N2CCN(C(=O)c3ccco3)CC2)cc1	·	0.2%	2.5%	·	-12%	14%	0.1%	·	·	·
C=CCn1c(=S)[nH]c2sc3c(c2c1=O)CCCC3	·	0.1%	17%	·	-5%	11%	0.3%	·	·	·
O=c1cc(N2CCCCC2)c(-c2ccccc2)nn1Cc1c(Cl)cccc1Cl	i	-0.6%	-2.0%	-3.9%	·	4%	0.4%[50 µM]	89*	33*	6.3%
CC(=O)Nc1ccc(NC(=O)CSc2nc(N)c(NC(=O)c3ccccc3F)c(=O)[nH]2)cc1	·	-0.1%	0.5%	·	3%	4%	0.1%	·	·	·
COc1ccc(N(CC(=O)NCCc2ccc(C)cc2)S(=O)(=O)c2c(C)noc2C)cc1	·	-0.8%	3.5%	·	-2%	28%	-0.1%	·	·	·
CCN(CC)Cc1nc2c(c(=O)[nH]1)C1(CCCCC1)Cc1ccccc1-2	i	0.0%	3.6%	-1.8%	-6%	-1%	0.0%[50 µM]	3	0	-1.9%
CC(OC(=O)c1cccnc1Cl)C(=O)Nc1ccc(S(N)(=O)=O)cc1 (stereo not drawn)	i	-0.6%	-1.5%	-8.6%	-8%	5%	-0.1%	-14	-28	-1.0%
Cc1ccc(C(=O)NC(=S)Nc2cccnc2Cl)cc1	·	0.2%	2.0%	·	-8%	6%	0.9%	·	·	·
Cc1nc(NC(C)C(=O)O)c2nc(C)oc2n1 (stereo not drawn)	i	0.0%	4.9%	-6.6%	0%	9%	1.2%	38	36	4.3%
CC1(c2nnc(-c3ccccc3)o2)CC(c2cccc(Cl)c2)=NO1 (stereo not drawn)	i	-0.2%	1.5%	·	-6%	26%	0.1%	·	·	·

Compounds were not picked by outcome; about 2.2% have a hit in one of these screens.
